TDP43 rescue – qHTS of TDP-43 Inhibitors; TDP-43 expressing yeast growth rescue, BacTiter-Glo, 24 h; Potency, µM (doses to about 46.1 µM), inactives show at the top dose growth rescue (activation), most hits filed as activators; 410,000 tested, 1.8% active; also: potency is read from the fitted curve at half-maximal effect; % of control where 0% means no effect; nearly all actives have a fitted effect of over 50% in size
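Yeast expressing TDP-43 (pregrown in raffinose, seeded at OD600=0.02 in galactose medium) exposed to compounds 24 hr at 30 deg C. Growth read by BacTiter-Glo luminescence; rescue of toxicity appears as increased signal.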
FUS suppressor – qHTS for Suppressors of FUS Proteinopathy: Primary screen using FUS-linked yeast assay; S. cerevisiae FUS-expressing, growth rescue, OD600, 24 h; Potency, µM (top dose mostly 76.6 µM), for the others: top-dose growth rescue (activation), hits mostly activators; 390,000 tested, 0.24% active;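 also: potency is read from the fitted curve at half-maximal effect; plate controls were DMSO vehicle for no effect and reference control for full effect; nearly all actives have a fitted effect of over 55% in size; some results filed as inactive show a strong effect at the top dose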
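FUS-expressing yeast, raffinose-pregrown, induced in 2% galactose minimal medium at OD 0.005; compounds in a dilution series, 24hr at 30C. Growth restoration read as absorbance at 600 nm. CP55940 positive control, DMSO negative.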
GLP1R ag – qHTS of GLP-1 Receptor Agonists | 380,000 tested, 0.007% active | Potency, µM (titrated, usually from 45.6 µM), for inactives: top-dose activation, actives largely listed as activators | HEK293 GLP-1R CRE-luciferase, luminescence, 4-6 h; cells express a hypersensitive GLP-1R form; also: potency is read from the fitted curve at half-maximal effect; % of control where 0% means no effect
PTHR1 ag – qHTS for PTHR1 Agonists: Primary Screen | Potency, µM (titrated, usually from 115 µM), without a hit: at the top dose activation, actives largely listed as activators | Parathyroid hormone/parathyroid hormone-related peptide receptor (Homo sapiens), Q03431 | 410,000 tested, 0.075% active | HEK293 GP2 PTHR1 cells, GloSensor cAMP luminescence, 1 h | AID 743266, 2014; also: potency is read from the fitted curve at half-maximal effect; nearly all actives have a fitted effect of over 55% in size; some results filed as inactive show a strong effect at the top dose; inactives centre near -15; many of its hits are not listed in these tables
Target sequence (Q03431 whole entry, looked up): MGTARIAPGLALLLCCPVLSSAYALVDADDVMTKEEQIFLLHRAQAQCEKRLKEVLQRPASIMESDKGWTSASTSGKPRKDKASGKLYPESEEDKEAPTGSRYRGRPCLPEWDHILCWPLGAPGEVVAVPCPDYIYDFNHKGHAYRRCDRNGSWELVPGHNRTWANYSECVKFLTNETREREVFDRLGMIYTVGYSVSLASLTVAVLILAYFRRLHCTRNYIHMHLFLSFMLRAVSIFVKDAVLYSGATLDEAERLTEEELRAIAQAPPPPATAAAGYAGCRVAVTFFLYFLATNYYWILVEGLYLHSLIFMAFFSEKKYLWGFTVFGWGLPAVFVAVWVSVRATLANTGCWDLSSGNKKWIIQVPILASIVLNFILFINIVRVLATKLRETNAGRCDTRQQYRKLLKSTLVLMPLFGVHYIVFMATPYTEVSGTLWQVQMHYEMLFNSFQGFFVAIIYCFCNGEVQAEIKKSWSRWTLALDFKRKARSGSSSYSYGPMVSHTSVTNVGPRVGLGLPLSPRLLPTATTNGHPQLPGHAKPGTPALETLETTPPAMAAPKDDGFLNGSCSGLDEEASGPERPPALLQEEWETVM
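HEK-293-derived GP2 cells expressing PTHR1 and a GloSensor cAMP reporter, 3,000/well, plated overnight, given luciferin plus IBMX (each 0.5 mM as added) for 1 h at 37 °C, then compound for 1 h at 37 °C. Luminescence was read after 15 min at room temperature.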
aSyn rescue – qHTS of alpha-syn Inhibitors. Yeast expressing alpha-synuclein, growth rescue, BacTiter-Glo, 24 h. Potency, µM (doses to about 46.1 µM), without a hit: at the highest dose growth rescue (activation), usual class: activators. 370,000 tested, 0.14% active. AID 652106, 2013; also: potency is read from the fitted curve at half-maximal effect; % of control where 0% means no effect; nearly all actives have a fitted effect of over 65% in size
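Galactose-induced alpha-syn yeast (OD600=0.02, raffinose-pregrown) + pinned cpd, 24 hr, 30 deg C; growth by BacTiter-Glo luminescence. Growth restoration scores as activation.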
D3 antag – qHTS of D3 Dopamine Receptor Antagonist: qHTS. 360,000 tested, 2.5% active. D3R cells, DiscoveRx beta-arrestin luminescence, antagonist mode; active compounds read low. AID 652054, 2013. max response, negative = inhibition, %. D(3) dopamine receptor (Homo sapiens), P35462; in the data active = max response below about -50%; inconclusive = no clear call, values can overlap the other calls; also: % is scaled to controls: 0 for no effect and ±100 for the full control effect; mostly tested at two doses, the higher about 12 µM
Target sequence (P35462 whole entry, looked up): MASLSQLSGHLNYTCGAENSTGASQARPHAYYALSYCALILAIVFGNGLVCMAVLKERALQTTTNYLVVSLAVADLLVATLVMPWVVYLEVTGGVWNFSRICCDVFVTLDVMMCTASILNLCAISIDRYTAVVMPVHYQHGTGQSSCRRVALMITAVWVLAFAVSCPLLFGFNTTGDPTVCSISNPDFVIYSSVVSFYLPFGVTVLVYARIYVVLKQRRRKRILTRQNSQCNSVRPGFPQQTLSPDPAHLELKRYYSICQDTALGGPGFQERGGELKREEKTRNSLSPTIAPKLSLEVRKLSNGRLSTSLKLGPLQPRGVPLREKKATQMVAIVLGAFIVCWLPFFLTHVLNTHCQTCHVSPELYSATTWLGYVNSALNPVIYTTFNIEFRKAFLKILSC
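Cells plated overnight at 1500 cells/well, then exposed to library compounds with dopamine controls for 90 minutes at 37 degrees C. DiscoveRx reagent added for 30–60 minutes at room temperature; luminescence read, quantitative HTS format.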
Abeta rescue – qHTS for compounds that reverse cellular toxicity of Amyloid beta (A-beta) peptide in yeast: Primary Screen; yeast expressing A-beta42, growth rescue, OD600, 48 h; response scale: 0% DMSO, 100% iron-clioquinol control; Potency, µM (series often up to 46.1 µM), without a hit: at the highest dose growth rescue, hits mostly activators; 410,000 tested, 0.063% active; AID 1347071, 2019; also: potency is read from the fitted curve at half-maximal effect; nearly all actives have a fitted effect of over 55% in size
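Yeast A-beta toxicity model in growth medium with pinned compounds, 48 h at 30 C; growth read as absorbance at 600 nm. Normalized to FeCl3/clioquinol equimolar mix (positive) and DMSO (negative).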
GLP-1R inv ag – qHTS of GLP-1 Receptor Inverse Agonists (Inhibition Mode); HEK293 GLP-1R CRE-luciferase, luminescence, 24 h; GLP-1R form is constitutively active; Potency, µM (doses to about 38.3 µM), for inactives: at the top dose activity change, negative = inhibition, hits mostly inhibitors; 410,000 tested, 1.6% active; AID 624417, 2012; also: potency is read from the fitted curve at half-maximal effect; % is scaled to controls: 0 for no effect and ±100 for the full control effect; nearly all actives have a fitted effect of over 55% in size
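Stable HEK293 clone (constitutively active GLP-1R + cAMP-response luciferase); 200 cells/uL plated, 12 h pre-culture, compound 24 hr, 37 deg C/5% CO2; detection reagent 12 min RT; luminescence.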
pAkt inh – HTS Assay for Inhibitors of Akt Phophorylation: Primary Screen; Neuro2A IGF-stimulated pAkt S473 HTRF, 20 min; active compounds read low; activity change, % for hits at 50 µM; 360,000 tested, 0.32% active; AID 651550, 2012; in the data active = activity change below about -80%; inconclusive = mostly about -51% to -80%; also: % is scaled to controls: 0 for no effect and ±100 for the full control effect
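Neuro2A cells in DMEM with 0.5% FBS, overnight at 37 deg C, given compound at single 50 µM final, then IGF (6 nM final) for 20 min at 37 deg C. Lysed; phospho-Akt Ser473 by HTRF after 24 h, 665/615 ratio.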
* = called active by the depositor; i = inactive; ? = inconclusive; nt = not tested or not shown; [ ] = remark or other dose. Unless noted, calls follow the shape of the dose curve; as a rule, active = well fitted curve in the direction sought with a large enough effect; inconclusive = small, poorly fitted or top-dose-only effect, or another doubt; inactive = no such curve, though single readings can be large; an effect the other way counts as inactive or inconclusive.

cpd	compound	TDP43 rescue	FUS suppressor	GLP1R ag	PTHR1 ag	aSyn rescue
1	CCOc1ccc(N(CC(=O)NCc2cccs2)S(=O)(=O)c2c(C)noc2C)cc1	19%	-12%	9%	-5%	11%
2	Cc1ccc(NC(=S)N(Cc2ccco2)C(C)c2cccs2)c(Cl)c1 (stereo unspecified)	-1%	15%	2%	-22%	2%
3	Nc1c2c(nc3ccn(Cc4ccccc4)c(=O)c13)CCC2	3%	0%	10%	i	2%
4	O=C(C(=O)N1CCN(C(=O)OCc2ccccc2)CC1)c1cccs1	15%	9%	nt	-45%[inhibitor]	1%
5	COCCn1c(=O)[nH]c2cc(C(=O)NCCN3CCN(c4ccccc4F)CC3)ccc2c1=O	0%	9%	24%	i	5%
6	Cc1cc(C(=O)CSc2nnc(-c3cccs3)o2)c(C)n1-c1ccccc1	?	25%	-13%	-12%[57.5 µM]	-10%
7	N#Cc1c(NC(=O)CCCl)sc2c1CCCCC2	-5%	-15%	6%	-10%	-1%
8	CO[C@H]1O[C@H](C)[C@@H](O)C[C@H]1NC(=O)OCc1ccccc1	-19%[1.82 µM]	-4%	13%	i	0%
9	COc1ccc(C2C(C(=O)NCCN3CCOCC3)c3ccccc3C(=O)N2C2CCCCC2)cc1 (stereo unspecified)	6%	19%	1%	-1%[57.5 µM]	-7%
10	Cc1cccc(CNC(=O)CN2C(=O)CCCc3ccccc32)c1	8%	5%	nt	i	nt

cpd	D3 antag	Abeta rescue	GLP-1R inv ag	pAkt inh
1	6	24%	?	i
2	-5	?	?	i
3	6	6%	17%	i
4	20	-7%	6%	i
5	-56*	-1%	2%	i
6	49	20%	?	i
7	7	-7%	15%	i
8	15	1%	-8%	i
9	-13	4%	4%	i
10	nt	-9%	-6%	nt

Other structures.
cpd	compound	TDP43 rescue	FUS suppressor	GLP1R ag	PTHR1 ag	aSyn rescue
11	Cc1ccc2c(c1)N(Cc1ccccc1)C(=O)C(C)S2 (stereo unspecified)	25%	-25%	29%	i	11%
12	CN(C)S(=O)(=O)N1CCc2ccccc2C1	0%	0%	8%	-13%	0%
13	CC(C)c1ccc(C2CC(=O)N3CN(Cc4ccco4)CSC3=C2C#N)cc1 (stereo unspecified)	-4%	22%	-13%	-2%[57.5 µM]	14%
14	O=C(O)C1C2CCCCC2=C2CCCCC2C1C(=O)c1ccccc1 (stereo unspecified)	1%	18%	-3%	i	10%
15	O=C(CNCc1ccco1)Nc1cc(S(=O)(=O)N2CCOCC2)ccc1N1CCCC1	6%	-4%	6%	?	-6%
16	CCOC(=O)C1C(=O)NC(C(=O)OCC)(C(=O)OCC)C1CC (stereo unspecified)	-18%	10%	3%	i	-2%
17	O=C(OC1CCCCC1=O)c1ccc(F)c(S(=O)(=O)N2CCOCC2)c1 (stereo unspecified)	20%	1%	-23%	i	4%
18	Cc1ccc(C)c(N2CCN(S(=O)(=O)c3c(C)noc3C)CC2)c1	-3%	12%	0%	-14%	-9%
19	Cc1ccccc1C(=O)NNc1ncnc2c1cnn2C	0%	-6%	5%	1%	-4%
20	Cc1nnc(N2CCCC(C(=O)Nc3cccc(C(F)(F)F)c3)C2)c2nn(-c3ccccc3)c(C)c12 (stereo unspecified)	-13%	42%	nt	i	nt

cpd	D3 antag	Abeta rescue	GLP-1R inv ag	pAkt inh
11	-23	6%	-24%	i
12	17	7%	0%	i
13	?	14%	2%	i
14	-13	-15%	?	i
15	3	3%	19%	i
16	-5	-5%	-18%	i
17	23	-2%	9%	i
18	-8	33%	?	i
19	-9	-5%	-6%[0.307 µM]	i
20	nt	-13%	-16%	nt

Numbers 17 to 20, quoted:
cpd	compound	TDP43 rescue	FUS suppressor	GLP1R ag	PTHR1 ag	aSyn rescue
17	O=C(OC1CCCCC1=O)c1ccc(F)c(S(=O)(=O)N2CCOCC2)c1 (stereo unspecified)	20%	1%	-23%	i	4%
18	Cc1ccc(C)c(N2CCN(S(=O)(=O)c3c(C)noc3C)CC2)c1	-3%	12%	0%	-14%	-9%
19	Cc1ccccc1C(=O)NNc1ncnc2c1cnn2C	0%	-6%	5%	1%	-4%
20	Cc1nnc(N2CCCC(C(=O)Nc3cccc(C(F)(F)F)c3)C2)c2nn(-c3ccccc3)c(C)c12 (stereo unspecified)	-13%	42%	nt	i	nt

cpd	D3 antag	Abeta rescue	GLP-1R inv ag	pAkt inh
17	23	-2%	9%	i
18	-8	33%	?	i
19	-9	-5%	-6%[0.307 µM]	i
20	nt	-13%	-16%	nt

More entries follow.
cpd	compound	TDP43 rescue	FUS suppressor	GLP1R ag	PTHR1 ag	aSyn rescue
21	Cc1cccc(N2CCN(c3ccc(NC(=O)/C=C\C(=O)O)cc3)CC2)c1	0%	-7%	0%	i	3%
22	CCN(CC(=O)Nc1cc(Cl)ccc1C)C(=O)c1ccc(=O)n(Cc2ccccc2)n1	-16%	nt	3%	14%	-1%
23	COc1ccc(/C=C2/N=C3CCCCCN3C2=O)cc1OC	14%	12%	?	i	-1%
24	COc1cccc(C(=Cc2ccc([N+](=O)[O-])cc2)C(=O)O)c1	?	-20%	-5%	i	3%
25	OCC[C@H]1C[C@H](O)[C@@H](O)[C@]2(Cc3ccccc3O2)O1	20%	-29%	-3%	-16%	5%
26	COc1ccc(OC)c(/C=N/NC(=S)NCCc2ccccc2)c1	?	12%	?	-7%	11%
27	O=C(/C=C/c1ccccc1)N1CCN(CC(O)COc2ccccc2)CC1 (stereo unspecified)	-5%	6%	-9%	-3%[57.5 µM]	-5%
28	O=C(C(Cc1ccccc1)NS(=O)(=O)c1cccc2cccnc12)N1CCc2ccccc21 (stereo unspecified)	22%	-10%	-5%	-33%[inhibitor]	-7%
29	Cc1cc2nc(-c3ccc(Cl)cc3)c(Cc3cccc(Cl)c3)n2c(C)c1Br	1%	16%	12%	2%	1%
30	COc1ccc(C(=O)NNC(=O)CN(C)S(=O)(=O)c2ccc(Cl)cc2)c(OC)c1OC	22%	16%	-8%	-3%	-3%

cpd	D3 antag	Abeta rescue	GLP-1R inv ag	pAkt inh
21	-21	-24%	-27%	i
22	-22	0%	-25%	i
23	-22	2%	84%[activator]	i
24	1	6%	-6%	i
25	-68*	0%	9%	i
26	-21	?	?	i
27	-71*	19%	?	i
28	5	-1%	-12%	i
29	3	2%	?	i
30	-2	5%	-1%	i

The listing continues:
cpd	compound	TDP43 rescue	FUS suppressor	GLP1R ag	PTHR1 ag	aSyn rescue
31	Cn1cnc2c1c(=O)n(CC(O)CO)c(=O)n2C (stereo unspecified)	-18%	23%	1%	-23%	-3%
32	CS(=O)(=O)c1ccc2nc(NC(=O)c3ccc(N4C(=O)CCC4=O)cc3)sc2c1	-51%[inhibitor]	?	2%	?	0%
33	CCCC(=O)Nc1nc(-c2ccc(Cl)s2)cs1	?	-14%	-7%	-37%	-15%
34	COc1cc(C2C3=C(CC(C)(C)CC3=O)N(C)C3=C2C(=O)CC(C)(C)C3)cc(Br)c1O	-20%	38%	-3%	-30%	2%
35	CCOC(=O)CNC(=O)CCc1nnc2ccc(N3CCC(C)CC3)nn12	10%	-14%	3%	i	4%
36	CC(C)CCOP(=O)(c1ccc(N(C)C)cc1)C(O)c1ccccc1F (stereo unspecified)	3%	44%	0%	-23%[57.5 µM]	6%
37	COc1cccc(C2NC(=O)CCC2[N+](=O)[O-])c1 (stereo unspecified)	-10%	-13%	2%	-4%	0%
38	O=C(CN1C(=O)C2(SCC(=O)N2c2ccc(F)c(F)c2)c2ccccc21)Nc1cccc(Cl)c1 (stereo unspecified)	21%	-9%	2%	-22%	?
39	COc1ccc(NC(=O)COC(=O)c2ccc(OCc3ccccc3Cl)c(OC)c2)c(OC)c1	3%	5%	4%	-22%	-6%
40	CCOc1ccccc1NC(=O)CSc1nc(=O)[nH]c2c1CCCC2	0%	-4%	nt	i	nt
41	CC(=O)Nc1cccc(NC(=O)C(=O)c2cn(CC(=O)N3CCCC3)c3ccccc23)c1	5%	1%	-2%	-19%	2%
42	Cc1nc(SCC(=O)NCc2ccccc2)c2oc3ccccc3c2n1	-8%	-3%	-4%	i	8%
43	Cn1c(CNC(=O)CCNC(=O)c2ccc(Br)cc2)cc(=O)n(C)c1=O	-18%	13%	-5%	-21%	-2%

cpd	D3 antag	Abeta rescue	GLP-1R inv ag	pAkt inh
31	-10	-8%	13%	i
32	-3	-11%	12%	i
33	-24	21%	?	i
34	-12	-9%	35%[activator]	i
35	0	-11%	17%	i
36	5	?	-7%	i
37	0	-19%	16%	i
38	nt	-8%	?	nt
39	28	-8%	10%	i
40	nt	12%	7%	nt
41	-4	-5%	33%[activator]	i
42	-12	-6%	0%	i
43	-1	-5%	4%	i

This is a subset; count on the stated rates, not on these rows.
